Source: PubChem BioAssay
p53ts 39C tox: p53ts cell cytotoxicity, nonpermissive temperature; H1299-p53A138V viability at 39C, ATP luminescence, 24 h; hit rate 1.5% among 130,000; Potency, µM (highest dose often 46.1 µM), for the others: at the highest dose activity change, negative = cell killing, usual class: cytotoxic; note: nearly all actives have a fitted effect of over 55% in size
p53ts 32C kill: kills p53ts cells at the permissive temperature. Potency, µM (top dose mostly 46.1 µM), inactives show at the highest dose activity change, negative = cytotoxicity, most hits filed as cytotoxic. H1299-p53A138V at 32C, ATP luminescence viability, 24 h. hit rate 0.93% among 130,000;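 note: 0% = DMSO and -100% = full killing by reference compound; nearly all actives have a fitted effect of over 55% in size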
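H1299-p53 A138V cells (temperature-sensitive p53) exposed 24 h to up to 46 uM compound at 32C, where p53 is wild-type in conformation. Viability read as ATP luminescence and normalised to DMSO and 100 uM tamoxifen. AC50 fitted with the Hill equation.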
IkB signaling: inhibitors of IkB signaling in ABC-DLBCL cells. ABC-DLBCL IkBa-CBG/CBR dual luciferase ratio, 4 h; response scale: scaled: untreated 0%, proteasome inhibitor 100%. Potency, µM (doses to about 57.1 µM), for the others: at the highest dose IkBa stabilization activation. hit rate 0.04% among 110,000. AID 445; active = well fitted curve in the direction sought with a large enough effect in the signal ratio, not every such curve was filed as active; inconclusive = small, poorly fitted or top-dose-only effect, or a change in a side signal; the % refers to the signal ratio;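 note: the direction sought is a rising ratio; 0% = basal untreated cells and 100% = reference inhibitor full response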
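Curves were fitted separately to fusion (green), unfused (red) and ratio luminescence, then classed by r2, magnitude and activity. Cells: OCI-Ly3, 4 h compound plus doxycycline at 37C; 10 uM MG-132 defined full response.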
Peg3 imprint: genomic imprint erasure induction | hit rate 0.02% among 110,000 | mouse ES Peg3-LacZ reporter, beta-gal luminescence, 40 h | Potency, µM (top dose mostly 60.7 µM), without a hit: at the highest dose activity change, positive = activation, actives largely listed as activators;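 note: 0% = negative control wells on the plate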
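Gelatin-coated wells received 300 freshly trypsinized female ES cells with a Peg3LacZ-Neo reporter on the maternal allele, then incubated 40 hours at 37C. BetaGlo was added for 5 minutes at room temperature before a single luminescence read.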
Numbers without * were called inactive; ? = inconclusive; / = no result given; & = joins results of further samples; [ ] = dose if it differs, or a comment. Unless noted, calls come from the whole dose curve; as a rule, active = well fitted curve in the direction sought with a large enough effect; inconclusive = small, poorly fitted or top-dose-only effect, or another doubt; inactive = no such curve, though single readings can be large; an effect the other way counts as inactive or inconclusive. Unless noted, % is set by controls: 0 for no effect and ±100 for the full control effect; potency is the fitted concentration of half-maximal effect.

Short keys – A = p53ts 39C tox; B = p53ts 32C kill; C = IkB signaling; D = Peg3 imprint
> Cc1ccc(CN2CCSc3ccc(C(=O)N4CCN(c5cccc(C)c5C)CC4)cc32)cc1
  A: 9%	B: 24%	C: ?	D: -20%[10.9 µM]

> Cc1cc(C)nc(SCC(=O)Nc2ccc(N3CCOCC3)c(Cl)c2)n1
  A: -23%	B: -11%	C: ?	D: -12%

> CCOC(=O)N1CCC(c2cc(=O)n3[nH]c(-c4ccccc4)cc3n2)CC1
  A: 7%	B: 3%	C: -0.2%	D: -21%

> COc1ccccc1C(=O)NCc1nnnn1-c1ccc(C)c(C)c1
  A: 7%	B: 2%	C: -1.0%	D: -10%[10.9 µM]

> Cn1cccc1C(=O)N1CCC2(CC1)CCN(c1ccccn1)CC2
  A: -16%	B: -15%	C: 0.6%[11.4 µM]	D: /

> Cc1ccc(-n2nc(C)c3c(C(=O)NCc4ccccc4)cc(C4CC4)nc32)cc1
  A: -15%	B: 9%	C: ?	D: -7%[10.9 µM]

> Cn1c2ccccc2c2cnn(CC(=O)N3CCN(c4ncccn4)CC3)c(=O)c21
  A: -8%	B: -1%	C: -0.2%	D: 0%

> Cn1c(C(=O)NCc2ccc3c(c2)OCO3)cc2sccc21
  A: -27%	B: -13%	C: 1.9%	D: -11%

> CC(C)CCN(C)C1CCN(S(=O)(=O)c2ccc(F)cc2)CC1
  A: 11%	B: 1%	C: -0.8%	D: -9%

> COc1cc(OC)c(NC(=O)N2CCc3c(sc4c3CCCC4)C2c2ccccc2)cc1Cl (stereo not drawn)
  A: -16%	B: -8%	C: 0.8%	D: -17%[10.9 µM]

> COC(=O)C1C2C=CC3(CN(C4CCCC4)C(=O)C13)O2 (stereo not drawn)
  A: 4%	B: 0%	C: 0.0%	D: -4%

> CCOC(=O)C1=C(C)N2C(=C(C#N)[C@@H]1c1ccc(C(=O)OC)cc1)SC[C@@]2(O)C(C)(C)C
  A: 9%	B: 10%	C: -0.2%	D: -1%

> CC1(C)CC(NS(=O)(=O)c2ccccc2)CC(C)(C)N1
  A: -3%	B: -1%	C: -0.2%	D: -10%

> COC(=O)c1ccc(CSc2nc3c([nH]c4ccccc43)c(=O)n2-c2ccc(OC)cc2)o1
  A: -29%	B: 0%	C: -2.7%	D: -7%[10.9 µM]

> CC1=CC(C)C(C(=O)O)C(C(=O)O)C1 (stereo not drawn)
  A: 2%	B: 3%	C: -0.3%	D: -4%

> COc1ccccc1CNC(=O)C1CCCN(S(=O)(=O)c2cnc[nH]2)C1 (stereo not drawn)
  A: -7%	B: 2%	C: 2.1%	D: -14%

> COc1ccc(-c2nnc(SCC(=O)Nc3ccc(C(C)C)cc3)nc2-c2ccc(OC)c(OC)c2)cc1OC
  A: -19%	B: 19%	C: 1.7%	D: -5%[10.9 µM]

> CCCN1CCN(CCCNC(=O)c2cc3c(=O)n(C)c4ccccc4c3n2C)CC1
  A: -11%	B: -4%	C: 3.7%	D: 1%

> COc1cccc(-c2nc(CS(=O)(=O)CC(=O)Nc3cccc(C(C)=O)c3)c(C)o2)c1
  A: -10%	B: 1%	C: ?	D: -9%[10.9 µM]

> CCC1(C)Cc2ccccc2-c2nc3n(c(=O)c21)CCCCC3 (stereo not drawn)
  A: 13%	B: 6%	C: 0.4%	D: -23%

Random excerpt: 3 records from the list, in no set order.
Short keys – A = p53ts 39C tox; B = p53ts 32C kill; C = IkB signaling; D = Peg3 imprint
> CCCN1CCN(CCCNC(=O)c2cc3c(=O)n(C)c4ccccc4c3n2C)CC1
  A: -11%	B: -4%	C: 3.7%	D: 1%

> COc1ccc(-c2nnc(SCC(=O)Nc3ccc(C(C)C)cc3)nc2-c2ccc(OC)c(OC)c2)cc1OC
  A: -19%	B: 19%	C: 1.7%	D: -5%[10.9 µM]

> COC(=O)C1C2C=CC3(CN(C4CCCC4)C(=O)C13)O2 (stereo not drawn)
  A: 4%	B: 0%	C: 0.0%	D: -4%

(continued)
Short keys – A = p53ts 39C tox; B = p53ts 32C kill; C = IkB signaling; D = Peg3 imprint
> CCOC(=O)c1cnn2c(C(F)(F)F)cc(-c3ccccc3)nc12
  A: -1%	B: 10%	C: 1.8%	D: 10%

> COc1ccc(-c2cc(C(F)F)nc(-n3nc(C)cc3C)n2)cc1
  A: -9%	B: 6%	C: ?	D: -15%

> CCN(CC)S(=O)(=O)c1ccc(OC)c(-n2cnnn2)c1
  A: 3%	B: -5%	C: 0.0%	D: -3%[10.9 µM]

> O=C(NCc1cccc(CNC(=O)c2ccco2)c1)c1ccco1
  A: 0%	B: 1%	C: 1.4%	D: -23%

> CCCCOc1cccc(C(=O)N(Cc2ccco2)C2CCS(=O)(=O)C2)c1 (stereo not drawn)
  A: -10%	B: -1%	C: 2.6%	D: -14%

> CC(C)Cc1nn2c(=O)cc(COC(=O)c3ccc(NC(=O)CCc4ccccc4)cc3)nc2s1
  A: -3%	B: 3%	C: 1.1%	D: -3%[10.9 µM]

> COCn1c2ccccc2c2nnc(C(C)=O)nc21
  A: 5%&7%[9.22 µM]	B: 7%&3%[9.22 µM]	C: /	D: /

> Cc1cc(C)n(-c2ccc(C(=O)Nc3nc4ccccc4s3)cc2)n1
  A: -18%	B: -30%	C: 2.1%	D: -26%

> CC1=C(c2ccc(C(C)C)cc2)S(=O)(=O)N=C1N1CCC(C(=O)NCCc2ccco2)CC1
  A: ?	B: -10%	C: 1.1%	D: -9%[10.9 µM]

> COc1ccc(-c2[nH]ncc2C(=O)NCc2ccccc2OC)cc1
  A: -2%	B: -3%	C: ?	D: -6%[10.9 µM]

> CCN(CC)C(=O)c1cc(-c2ccc(Cl)cc2)on1
  A: -10%	B: -12%	C: ?	D: -7%[10.9 µM]

> Cc1cccc2cc(CN(Cc3ccco3)S(=O)(=O)c3ccc4c(c3)OCCO4)c(=O)[nH]c12
  A: -17%	B: -12%	C: ?	D: -13%

> Cc1ccc2ncnc(NCCCN3CCOCC3)c2c1
  A: -6%	B: 0%	C: -1.8%	D: -14%

> COC(=O)CSc1nc2ccccc2nc1SCC(=O)OC
  A: 3%	B: -3%	C: 0.1%	D: -2%

> COC(=O)c1cc(Br)c(=O)n(-c2ccccc2OC)c1
  A: 12%	B: 10%	C: -1.7%	D: 5%

> CCN1CCN(C(=O)C2c3cc(OC)c(OC)cc3C(=O)N3CCc4ccccc4C23)CC1 (stereo not drawn)
  A: 0%	B: 2%	C: 0.6%	D: -16%

> COC(=O)CSc1nc2sc3c(c2c(=O)n1Cc1ccccc1)CCC(C(C)(C)C)C3 (stereo not drawn)
  A: -11%	B: 11%	C: -0.1%	D: -5%[10.9 µM]

> CCCCc1ccc(NC(=O)CSc2nc3ccccc3nc2N2CCCCC2)cc1
  A: -1%	B: 10%	C: ?	D: -9%[10.9 µM]

> CC1(C)N=C(N)N=C(N)N1c1cccc(OCc2cccc([N+](=O)[O-])c2)c1
  A: 0%[9.22 µM]	B: 11%[9.22 µM]	C: 1.5%[11.4 µM]	D: -17%[10.9 µM]

> COc1ccc2[nH]c(=O)c(CN(C(=O)NC3CCCCC3)C3CCCCC3)cc2c1
  A: 7%	B: 9%	C: 1.8%	D: -3%

> Cc1ccsc1C(=O)Nc1nnc(-c2ccco2)o1
  A: ?	B: -8%	C: ?	D: -69%[inhibitor]

> CCc1ccc(NC(=O)CCc2c(C)n(C)c3cc(-c4ccccc4C)nn3c2=O)cc1
  A: -13%	B: 7%	C: 4.2%	D: 6%[10.9 µM]

> O=C1C2C3C=CC(C3=C3CCCCC3)C2C(=O)N1Cc1ccccc1 (stereo not drawn)
  A: 4%	B: -6%	C: -0.9%	D: -14%

> CCOC(=O)N1CCN(C(=O)c2ccc(OCC)c(OCC)c2)CC1
  A: -8%	B: -1%	C: /	D: /

> Cc1ccc(NC(=O)CS(=O)CC(=O)N(CC(=O)NC2CCCC2)c2cccc(C)c2C)cc1 (stereo not drawn)
  A: 3%	B: 4%	C: 1.5%	D: -1%

> Cc1ccccc1NC(=O)c1c(C)oc2ccc(O)c(CN3CCCC3)c12
  A: -4%	B: -10%	C: -1.6%	D: -8%[10.9 µM]

> COC(=O)[C@@]1(Cc2ccc(F)cc2)[C@H]2c3cc(C(=O)N(C)C)n(CCc4ccc(O)c(O)c4)c3C[C@H]2CN1C(=O)c1ccccc1
  A: -3%	B: 9%	C: /	D: -17%

> C[C@@H]([C@H](O)c1ccc(O)cc1)N1CCC(Cc2ccccc2)CC1
  A: -15%	B: -6%	C: 0.3%	D: -24%

> O=C(NCCO)C(=O)NCC(c1ccc2c(c1)OCO2)N1CCOCC1 (stereo not drawn)
  A: -15%	B: 18%	C: 2.1%	D: 20%[10.9 µM]

> Cc1cccc(CN2C(=O)c3ccccc3Sc3ccc(C(=O)NCc4ccco4)cc32)c1
  A: -6%	B: 7%	C: ?	D: -17%[10.9 µM]

> COc1ccccc1NC(=O)N(C1CCCC1)C1CCN(C(C)=O)CC1
  A: 4%	B: -4%	C: 2.3%	D: -3%

> Cc1oc(-c2ccccc2F)nc1CN1CCC(C(=O)NC2CC2)CC1
  A: 1%	B: 1%	C: -1.3%	D: -9%

> CCOC(=O)c1ccc(NC(=O)CSc2nnnn2CCCO)cc1
  A: 15%	B: 7%	C: 1.0%	D: 4%

> CC(C)[C@H](N)c1nnc(SCc2ccc(Cl)cc2)o1
  A: -8%	B: -4%	C: -2.4%	D: -3%

> Cc1cc(SCC(=O)N2CCC(c3noc4ccc(F)cc34)CC2)nc2ccccc12
  A: -1%	B: 9%	C: -1.3%	D: 11%

> Cc1ccc(NC(=O)Cn2c(=O)n(CCCCCC(=O)NCc3ccc(F)cc3)c(=O)c3sccc32)cc1C
  A: -29%	B: -16%	C: 4.3%	D: -12%[10.9 µM]

> Cc1cccc(-c2nc(CN3CCCC(C(=O)NC4CCCCCC4)C3)c(C)o2)c1 (stereo not drawn)
  A: -24%	B: -8%	C: -2.8%	D: -20%

> CSc1ccc(CNC(=O)c2cc3c(=O)n(Cc4ccco4)ccc3nc2C)cc1
  A: -2%	B: -15%	C: -0.6%	D: 1%[10.9 µM]

> COc1ccc(-c2nc3c4ccccc4n(CC(=O)N4CCN(c5ccccc5OC)CC4)c(=O)n3n2)cc1
  A: 18%	B: -4%	C: ?	D: -13%[10.9 µM]

> CCCCC(=NCCO)C1=C(O)C(C(=O)OC)C(C)(C)CC1=O (stereo not drawn)
  A: -2%	B: -1%	C: -1.4%	D: -13%

> CC1(C)CC(=O)C2=C(C1)NC(=O)CC2c1ccccc1F (stereo not drawn)
  A: 19%	B: 16%	C: 4.7%	D: -16%

> Cc1cccn2c(Nc3ccccc3)c(-c3cccs3)nc12
  A: -14%	B: -16%	C: ?	D: -9%[10.9 µM]

> Cc1ccc(CCN2CC(C(=O)NCCCN(C)Cc3ccccc3)CC2=O)cc1 (stereo not drawn)
  A: 0%	B: -3%	C: -0.8%	D: -7%

> CCOc1cc(-c2nnc(SCC(=O)NCc3ccc(C)cc3)nc2-c2ccc(OC)c(OCC)c2)ccc1OC
  A: -22%	B: 2%	C: 1.3%	D: -7%[10.9 µM]

> Cn1c(SCC(=O)c2ccccc2)nnc1-c1cnccn1
  A: -3%	B: 1%	C: ?	D: -58%[inhibitor]

> CCOc1ccccc1C(=O)Nc1cc2c(cc1N1CCOCC1)n(C)c(=O)n2C
  A: 6%	B: 8%	C: 0.3%	D: ?

> Cc1cc(C)cc(N(CC(=O)NCC2CCCO2)S(=O)(=O)c2c(C)noc2C)c1 (stereo not drawn)
  A: 1%	B: 2%	C: -0.5%	D: -13%

> CN(C(=O)COc1ccc(C(C)(C)C)cc1)C1CCS(=O)(=O)C1 (stereo not drawn)
  A: 6%	B: -6%	C: 0.4%	D: -6%

> Cc1nnc2ccc(N3CCN(c4cccc(C(F)(F)F)c4)CC3)nn12
  A: 1%	B: 4%	C: 3.5%	D: -19%

> Cc1c(C(=O)Nc2cccc(Cl)c2)oc2ccc(S(=O)(=O)N(C)C3CCCCC3)cc12
  A: -17%	B: 8%	C: ?	D: -18%[10.9 µM]

> N#CCCN1CCN(C(=S)c2ccc(-c3ccc(Cl)cc3)o2)CC1
  A: -18%	B: -5%	C: 0.7%	D: -16%

> Nc1nnnn1/N=C/c1ccccc1OCc1ccccc1
  A: 3%	B: 11%	C: -1.4%	D: -3%

> CCN1C(=O)/C(=c2\o/c(=C3\C=Cc4ccccc4N3CC)c(=O)n2CC)SC1=S
  A: 2%	B: 3%	C: -1.0%	D: 0%
